Screens deposited in PubChem BioAssay by several laboratories.
CHT inh – inhibitors of human choline transporter CHT; 310,000 compounds, 0.86% hits; CHT-expressing cells, membrane potential dye, choline response; hits give low values; Q9GZV3; AID 488975; B-score at 10 µM;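 active = B-score over 3 SD under the library average, and starting fluorescence ratio not unusually high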;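 also: choline stimulus applied at its EC90 after an EC20 pre-addition; B-score computed on integrated fluorescence ratio after choline addition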
Target sequence (Q9GZV3 whole entry, looked up): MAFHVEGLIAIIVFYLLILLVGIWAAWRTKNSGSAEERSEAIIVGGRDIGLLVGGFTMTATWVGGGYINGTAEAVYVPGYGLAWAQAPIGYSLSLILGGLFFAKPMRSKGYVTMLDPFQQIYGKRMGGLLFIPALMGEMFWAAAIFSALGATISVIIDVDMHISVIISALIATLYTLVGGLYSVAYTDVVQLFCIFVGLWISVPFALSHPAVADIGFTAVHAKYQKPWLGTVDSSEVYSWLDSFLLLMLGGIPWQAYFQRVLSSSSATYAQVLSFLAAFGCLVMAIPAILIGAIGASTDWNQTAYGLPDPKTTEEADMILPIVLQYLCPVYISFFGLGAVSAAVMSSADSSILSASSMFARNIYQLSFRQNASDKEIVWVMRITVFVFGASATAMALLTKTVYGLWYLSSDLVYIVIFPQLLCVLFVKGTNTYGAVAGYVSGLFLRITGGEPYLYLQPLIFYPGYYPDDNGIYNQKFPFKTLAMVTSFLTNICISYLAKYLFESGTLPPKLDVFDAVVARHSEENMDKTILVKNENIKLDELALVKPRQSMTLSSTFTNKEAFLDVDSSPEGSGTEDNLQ
CHT allo act – allosteric activators of human choline transporter CHT; Q9GZV3; CHT-expressing cells, membrane potential dye, choline EC20; hits give high values; LV-AA mutant CHT in HEK293 cells; B-score at 10 µM; 310,000 compounds, 0.49% hits; AID 488977;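 active = initial fluorescence not abnormally high and integrated response B-score, plate-corrected, over 3 SD above library mean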
STK33 kinase inh – human STK33 kinase inhibition | purified STK33, MBP phosphorylation, ADP-Glo luminescence | Q9BYT3 | 320,000 compounds, 0.073% hits | inhibition, % at 10 µM;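 active = inhibition at or above 25%, using the most active replicate where run in duplicate; inactive = inhibition below 25%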
Target sequence (Q9BYT3 whole entry, looked up): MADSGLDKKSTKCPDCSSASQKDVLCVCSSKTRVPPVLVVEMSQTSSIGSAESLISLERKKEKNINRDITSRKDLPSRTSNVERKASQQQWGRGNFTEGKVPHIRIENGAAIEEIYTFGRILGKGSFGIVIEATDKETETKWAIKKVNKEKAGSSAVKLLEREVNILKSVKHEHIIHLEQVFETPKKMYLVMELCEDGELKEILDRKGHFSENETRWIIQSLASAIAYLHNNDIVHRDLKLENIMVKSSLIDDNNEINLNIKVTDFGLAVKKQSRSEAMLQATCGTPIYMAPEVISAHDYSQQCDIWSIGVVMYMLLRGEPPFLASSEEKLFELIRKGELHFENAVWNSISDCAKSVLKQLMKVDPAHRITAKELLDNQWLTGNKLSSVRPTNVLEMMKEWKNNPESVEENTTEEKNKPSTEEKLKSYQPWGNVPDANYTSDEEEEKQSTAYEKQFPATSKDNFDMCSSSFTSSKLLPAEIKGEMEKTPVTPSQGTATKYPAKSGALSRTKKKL
Starred values were filed as active, the others as inactive; i = inactive; nt = no result given.

SMILES | CHT inh | CHT allo act | STK33 kinase inh
CCNC(=S)N(CCc1c(C)[nH]c2ccc(Cl)cc12)Cc1ccco1 | i | i | -2.5
CC(C)(C)OC(=O)CNC(=O)c1[nH]cnc1C(=O)NC(c1ccccc1)c1ccccc1 | i | i | -0.9
COc1cc(/C=C2/C(=O)NN(c3ccc(C)c(Cl)c3)C2=O)cc([N+](=O)[O-])c1O | i | i | 5.6
Cc1ccc(Cl)cc1NS(=O)(=O)c1ccc2oc(=O)ccc2c1 | i | i | -1.0
CCNC(=O)COc1cccc2ccccc12 | i | i | -0.5
Cc1ccc(N2CC(C(=O)OCC(=O)Nc3ccccc3F)CC2=O)cc1 (stereo not given) | i | i | -0.6
O=C(O)CCCCCNC(=O)C(=O)C1C(=O)Nc2ccccc21 (stereo not given) | i | i | -1.3
O=C(NCc1ccccc1)C(c1ccco1)N(C(=O)c1csnn1)c1ccccc1F (stereo not given) | i | i | -1.8
COc1ccc(C(=O)N2CCC(C(=O)N3CCN(Cc4ccccc4)CC3)CC2)cc1 | i | i | -1.1
COC(=O)C1=C(C)NC(=O)NC1c1cccc(OC)c1OCc1ccccc1 (stereo not given) | i | i | -1.4
Cc1cc(C)c(C)c(OCc2nc(-c3cccnc3)no2)c1 | i | i | -0.4
CN(CC(=O)Nc1cccc2c1CCCC2)S(=O)(=O)c1ccc(Br)cc1 | i | i | -1.2
O=C(NC1CCCCCC1)c1cc2n(n1)C(C(F)(F)F)CC(c1ccco1)N2 (stereo not given) | i | i | 0.4
N#CC1=C(S)N(c2ccccc2)C2(CCCCC2)NC1=O | i | i | 0.3
COc1ccc(C)cc1NC(=O)c1ccccc1NS(=O)(=O)c1ccc(Cl)s1 | -7.5* | i | 0.3
S=c1[nH]ncn1NCc1cccc(Br)c1 | i | i | -3.1
CCOC(=O)c1c(CC(C)C)csc1NC(=O)COC(=O)c1cc(OC)c(OC)cc1[N+](=O)[O-] | i | i | -1.2
COC(=O)c1ccc(NC(=O)C(C)Oc2ccccc2)cc1 (stereo not given) | i | i | 0.0
Cc1nnc(SCC(=O)Nc2cc(S(=O)(=O)N3CCCC3)ccc2Cl)s1 | i | i | -1.3
COc1ccc(N2CCN(S(=O)(=O)CCNC(=O)C(C)Oc3ccccc3)CC2)cc1 (stereo not given) | i | i | -0.6
Cc1ccc(C(C)C)c(O)c1 | i | i | -0.7
CC(C)Oc1cccc(-c2cc(C(=O)NC(=S)N(C)c3ccccc3C(=O)O)c3ccccc3n2)c1 | i | i | -1.6
N=C1c2ccccc2CN1NC(=O)c1cccc(S(=O)(=O)N2CCCCC2)c1 | i | i | -1.3
C/C(=N\NC(=O)C(C)Sc1ccccc1)c1ccc([N+](=O)[O-])cc1 (stereo not given) | i | i | -1.0
O=C(CCN1C(=O)/C(=C/c2ccccc2F)SC1=S)NC1C=CS(=O)(=O)C1 (stereo not given) | i | i | -0.6
Cc1ccc(NC(=O)c2ccc3c(c2)OCCO3)cc1 | i | i | -1.7
O=C(O)CSc1nc2c(c(=O)[nH]1)CCCC2 | i | i | -0.4
C/C(=N\O)c1ncc(C(F)(F)F)cc1Cl | i | i | -0.7
Cc1cc(C)c(N2C(=NC(=O)CCCC(=O)O)SC3CS(=O)(=O)CC32)c(C)c1 (stereo not given) | i | i | -3.3
O=C(CCNC(=O)c1ccccc1Cl)NCc1ccncc1 | i | i | -1.9
Cc1cc(N(C)C)ccc1N=Nc1ccc2ncccc2c1 | i | i | 0.6
COc1cc(NC(=S)NCCCN2CCOCC2)c(OC)cc1Cl | i | i | -0.4
O=S(NCc1ccccc1)C12CC3CC(CC(C3)C1)C2 (stereo not given) | i | i | -0.2
O=C(Cn1cc(C(=O)C(F)(F)F)c2cc(Br)ccc21)N1CCOCC1 | i | i | -1.2
Cc1cn(C2CCC(CO)O2)c(=O)[nH]c1=O (stereo not given) | i | i | -1.3
O=P(O)(O)c1cc(-c2ccccc2)oc1-c1ccccc1 | i | i | -1.2
O=C(CN1C(=O)NC2(CCCCCC2)C1=O)NC1CC1 | i | i | -0.7
CCN(CC)c1ccc(C(=O)OCC(=O)N(C)Cc2ccccc2)cc1 | i | i | -1.3
COc1ccc(CNC(=O)COc2ccc(OC)cc2)cc1 | i | i | -1.2
COc1ccc(C2CC(c3ccccc3Cl)Nc3ncnn32)cc1OC (stereo not given) | i | i | 0.5
COc1cc(/C=N/Nc2ccc([N+](=O)[O-])cn2)cc(OC)c1O | i | i | 1.8
CCC[C@@H](CNC)NC[C@H](Cc1ccccc1)NCCCCc1ccccc1 | i | i | -0.9
CCOC(=O)CCc1c(C)nc(SCC(=O)O)c(C#N)c1C | i | i | 0.1
COc1cccc(C=Nc2ccc(C)c(F)c2)c1O | i | i | -0.5
COCCn1c(=NC(=O)c2cc3ccccc3oc2=O)sc2cc(S(N)(=O)=O)ccc21 | i | i | -1.4
COC(=O)c1scc(C#N)c1N/N=C(\C#N)S(=O)(=O)c1ccc(Cl)cc1 | i | i | -0.6
O=C(CCn1c(=O)sc2ccccc21)NCc1ccccc1 | i | i | 0.0
COc1ccc(NC(=O)/C(=C\c2ccc3c(c2)OCO3)NC(C)=O)cc1 | i | i | 0.2
COc1cc2c(cc1OC)C(c1cccs1)N(C(=O)c1cccc(S(=O)(=O)N(C)C)c1)CC2 (stereo not given) | i | i | -1.8
CCCCNC(=O)c1ccccc1NC(=O)C1=C(C)OCCS1 | i | i | 0.5
Cc1ccc(Cl)cc1N1CCN(C(=O)CN(c2ccccc2)S(=O)(=O)N(C)C)CC1 | i | i | 0.6
CCOC(=O)/C=C1\SCC(=O)N1CC(=O)NCc1ccc(OC)c(OC)c1 | i | i | -0.8
Cc1cccc([C@@H]2[C@@H]3C(=O)N(Cc4ccccc4)C(=O)[C@@H]3[C@]3(Cc4ccc(Cl)cc4)C(=O)N(c4cccc(Cl)c4)C(=O)N23)c1 | i | i | -1.3
CC(C)c1ccc(NC(=O)C2CC3CCC2C3)cc1 (stereo not given) | i | i | -1.1
CCOc1ccc(/C=N/N(C)c2ccccc2)cc1OC | i | i | 0.3
COc1ccc(/C=C(/NC(=O)c2ccccc2)C(=O)NC2CCS(=O)(=O)C2)cc1 (stereo not given) | i | i | -0.7
COc1ccc(CCNC(=O)C/C(C)=N/NC(=O)C23CC4CC(CC(C4)C2)C3)cc1OC | i | i | -2.0
Cc1nc2ccc(NC(=O)c3ccc(S(=O)(=O)N(C)c4ccccc4)cc3)cc2s1 | i | i | -1.1
COc1ccc(/C=C/CN2CCN(Cc3ccccc3)C(CCO)C2)cc1 (stereo not given) | i | i | 0.0
COc1ccc(CCNC(=O)c2cnn(-c3ccc(C)c(C)c3)c2NC(=O)c2ccco2)cc1OC | i | i | 0.8
Next part
SMILES | CHT inh | CHT allo act | STK33 kinase inh
O=[N+]([O-])c1cc(C(F)(F)F)ccc1Oc1cccnc1[N+](=O)[O-] | i | i | -0.2
Cc1cccn2c(=O)nc(SCC(=O)NCc3ccco3)nc12 | i | i | 0.1
CCCC(=O)Nc1ccc2c(c1)nc(CCN1CCN(c3ccccn3)CC1)n2C | i | i | -1.9
COC(=O)C1=C(O)/C(=C\c2ccc(CNC(=O)C(=O)Nc3ccc(C)c(C)c3)o2)N=C1C | i | i | 4.5
CCCCCn1c(CN2CCN(c3cccc(Cl)c3)CC2)nc2c1c(=O)[nH]c(=O)n2C | i | i | -0.1
O=C(O)CCCCCNC(=O)c1ccccc1Br | i | i | -1.7
COc1ccc(-c2noc(N3CCC(C(=O)Nc4ccccc4OC)CC3)n2)cc1 | i | i | 0.3
CN(C)S(=O)(=O)c1ccc(C(=O)NCc2nnc(SCC(=O)Nc3ccc(F)cc3)n2-c2ccc(F)cc2)cc1 | i | i | -3.0
O=C(NCCN1CCCC1=O)C1CCC(=O)N(CCc2cccc(F)c2)C1 (stereo not given) | i | i | -0.7
O=C(Cn1c(=O)c2cccn2c2ccc(F)cc21)NCCCN1CCN(c2ccccc2F)CC1 | i | i | -1.1
c1ccc(SCc2nc3ccccc3[nH]2)cc1 | i | i | 0.5
O=C(NC1CCCc2ccccc21)c1cccnc1 (stereo not given) | i | i | -2.6
O=C(Cn1cnc2ccc(Br)cc2c1=O)c1cccs1 | i | i | -1.8
COc1ccc(NC(=O)CCC(=O)c2ccc(C(C)C)cc2)cc1 | i | i | -0.1
CN(C)c1ccc(/C=N/NC(=O)CCc2c[nH]c3ccccc23)cc1 | i | i | -1.4
CN(C)CCCN=Cc1c(O)n(Cc2ccc3c(c2)OCO3)c(=O)c2ccccc12 | i | i | 0.1
Cc1ccc(-c2nc(S(=O)(=O)c3ccc(F)cc3)c(SCC(=O)NCC3CCCO3)o2)cc1 (stereo not given) | i | i | -1.3
COc1ccc(/C=C/C(=O)NC(=S)NNC(=O)Cc2cccs2)cc1 | i | i | -1.0
COc1ccccc1N1C(=NC(=O)CCc2ccccc2)SC2CS(=O)(=O)CC21 (stereo not given) | i | i | 0.2
O=C(Nc1ccnn1C1CCN(C/C=C/c2ccccc2)CC1)C1CCCC1 | i | i | -0.5
C=CCNC(=O)c1c(N)n(-c2ccc3c(c2)OCO3)c2nc3ccccc3nc12 | i | i | 0.1
O=C(NNC(=S)NC(=O)c1ccc(Br)cc1)c1ccc([N+](=O)[O-])cc1 | i | i | 0.4
CC(NC(=O)CC1CCCCC1)c1ccccc1 (stereo not given) | i | i | 0.4
COC(=O)c1cn(-c2ccc(F)cc2)c(=O)c2ccccc12 | i | i | -1.6

Structures above printed as active in CHT inh:
smiles	CHT inh	STK33 kinase inh
COc1ccc(C)cc1NC(=O)c1ccccc1NS(=O)(=O)c1ccc(Cl)s1	-7.5*	0.3

Additional structures:
SMILES | CHT inh | CHT allo act | STK33 kinase inh
O=c1c2[nH]c3ccccc3c2ncn1Cc1ccccn1 | i | i | 1.4
CCOc1cc(S(=O)(=O)n2cnc(C)c2)ccc1Cl | i | i | -0.3
COCCN(C(=O)COC(=O)COc1ccc(Cl)c(C)c1)c1c(N)n(Cc2ccccc2)c(=O)[nH]c1=O | i | i | -2.6
Cc1cc(C)nc(N2CCC(C(=O)NNC(=O)Cc3ccccc3)CC2)n1 | i | i | -0.4
COc1ccc(-c2cc(Nc3ccccc3NC(=O)C(F)(F)F)n(CCC#N)n2)cc1 | i | i | nt
COc1ccc(CCNC(=O)c2ccc(N3CCCC3=O)cc2)cc1OC | i | i | -0.7
CCCCNc1c(-c2ccc(SC(C)CC)c(OC)c2)nc2ccc(C)cn12 (stereo not given) | i | i | -1.4
O=C(CCl)NC(=O)NC12CC3CC(CC(C3)C1)C2 | i | i | 0.6
COC(=O)C(CC(=O)c1ccccc1)CC(=O)c1ccccc1 | -5* | i | -1.7
CC1(C)CC(=O)C(C=NCCCn2ccnc2)=C(O)C1 | i | i | -1.2
Cc1c(C)c(C)c(CN2CCSCC2)c(C)c1C | i | i | -2.1
COc1ccccc1NC(=O)CCc1nc2ccccc2s1 | i | i | -4.5
C/C(=N/NC(=O)C1COc2ccccc2O1)c1ccco1 (stereo not given) | i | i | 0.3
Cc1ccc(C)c2[nH]c(=O)c(CN(CC3CCCO3)C(=O)NC3CCCCC3)cc12 (stereo not given) | i | i | -1.0
Cc1ccc(N=C2c3ccccc3C(=O)C2[N+](=O)[O-])cc1C (stereo not given) | i | i | -0.8
O=C(COC(=O)c1cncc(Br)c1)NC1CC1 | i | i | -0.1
O=C(Nc1ccc(C(=O)NCc2ccccc2)cc1)C1=CSCCO1 | i | i | -0.3
O=C(N/N=C/c1sc(N2CCOCC2)nc1-c1ccccc1)c1cccc(S(=O)(=O)N2CCOCC2)c1 | i | i | 4.4
NC(=S)n1[nH]c(-c2ccc([N+](=O)[O-])cc2)c(N=Nc2ccc(O)cc2)c1=O | i | i | 1.3
Cc1scc(C(=O)NNC(=S)NCC2CCCO2)c1C (stereo not given) | i | i | -2.3
COCCCNC(=S)NNC(=S)Nc1ccc(OC)cc1 | i | i | -0.2
O=C(Nn1cnc2ccccc2c1=O)c1c(F)cccc1F | i | i | -13
CCCCOC(=O)c1ccc(NC(=O)Nc2ccc(OC)c(OC)c2)cc1 | i | i | 0.9

Filtered by structure: the compounds so far containing fluorine.
SMILES | CHT inh | CHT allo act | STK33 kinase inh
Cc1ccc(N2CC(C(=O)OCC(=O)Nc3ccccc3F)CC2=O)cc1 (stereo not given) | i | i | -0.6
O=C(NCc1ccccc1)C(c1ccco1)N(C(=O)c1csnn1)c1ccccc1F (stereo not given) | i | i | -1.8
O=C(NC1CCCCCC1)c1cc2n(n1)C(C(F)(F)F)CC(c1ccco1)N2 (stereo not given) | i | i | 0.4
O=C(CCN1C(=O)/C(=C/c2ccccc2F)SC1=S)NC1C=CS(=O)(=O)C1 (stereo not given) | i | i | -0.6
C/C(=N\O)c1ncc(C(F)(F)F)cc1Cl | i | i | -0.7
O=C(Cn1cc(C(=O)C(F)(F)F)c2cc(Br)ccc21)N1CCOCC1 | i | i | -1.2
COc1cccc(C=Nc2ccc(C)c(F)c2)c1O | i | i | -0.5
O=[N+]([O-])c1cc(C(F)(F)F)ccc1Oc1cccnc1[N+](=O)[O-] | i | i | -0.2
CN(C)S(=O)(=O)c1ccc(C(=O)NCc2nnc(SCC(=O)Nc3ccc(F)cc3)n2-c2ccc(F)cc2)cc1 | i | i | -3.0
O=C(NCCN1CCCC1=O)C1CCC(=O)N(CCc2cccc(F)c2)C1 (stereo not given) | i | i | -0.7
O=C(Cn1c(=O)c2cccn2c2ccc(F)cc21)NCCCN1CCN(c2ccccc2F)CC1 | i | i | -1.1
Cc1ccc(-c2nc(S(=O)(=O)c3ccc(F)cc3)c(SCC(=O)NCC3CCCO3)o2)cc1 (stereo not given) | i | i | -1.3
COC(=O)c1cn(-c2ccc(F)cc2)c(=O)c2ccccc12 | i | i | -1.6
COc1ccc(-c2cc(Nc3ccccc3NC(=O)C(F)(F)F)n(CCC#N)n2)cc1 | i | i | nt
O=C(Nn1cnc2ccccc2c1=O)c1c(F)cccc1F | i | i | -13
